# Screens: PubChem BioAssay, The Scripps Research Institute Molecular Screening Center
# ADAM10 inh = human ADAM10 inhibitors, primary screen, biochemical, QFRET, HTS | recombinant ADAM10, EDANS/DABCYL FRET peptide cleavage, 3 h | inhibition, % at 7 µM | 370,000 compounds, 0.62% hits | Disintegrin and metalloproteinase domain-containing protein 10 (Homo sapiens), O14672;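 active means inhibition above a per-campaign cutoff equal to the mean of compounds falling between control-based bounds plus 3 SD, cut at about 20% in these data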;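 further: 0% = DMSO wells while the 100% control is not disclosed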
# PLC-gamma1 inh = PLC-gamma1 enzyme inhibitors, primary screen, biochemical, fluorescence, purified enzyme; fluorogenic substrate; AID 720700, 2013; inhibition, % at 12.2 µM; 370,000 compounds, 0.84% hits; 1-phosphatidylinositol 4,5-bisphosphate phosphodiesterase gamma-1 (Homo sapiens), P19174; in the data active means inhibition above about 9.5%
# Tn6 DDE FP = inhibitors of Tn6 peptide binding to fibrin DD(E), primary screen, biochemical, fluorescence polarization, human fibrin, Tn6 probe | Fibrinogen beta chain (Homo sapiens), P02675 | 370,000 compounds, 0.21% hits | Fibrin DD(E) TRITC-Tn6 fluorescence polarization displacement | inhibition, % at 8.3 µM;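 active means inhibition above a per-campaign cutoff: mean of compounds within control limits plus 3 SD, cut at about 15% in these data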;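 further: 0% = median of all compound wells on the plate and 100% = blocking peptide control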
# Tn7 DDE FP = inhibitors of Tn7 peptide binding to fibrin DD(E), primary screen, biochemical, fluorescence polarization, human fibrin, Tn7 probe; 370,000 compounds, 0.13% hits; inhibition, % at 8.3 µM; Fibrinogen beta chain (Homo sapiens), P02675; AID 720508, 2013; FP displacement of FITC-Tn7 peptide from fibrin DD(E); 0% = median of compound wells per plate;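 active means inhibition above the mean of compounds falling within the control limits plus 3 SD of them, cut at about 14% in these data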;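 further: 0% = plate median of compound wells and 100% = 10 µM Aha-Tn7 peptide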
#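 Assay system: Human clot-derived fibrin DD(E) complex | Buffer or medium: Tris/NaCl/CaCl2 buffer, pH 7.8 | Repeats: One replicate per compound | Benchmarks: Aha-Tn7 high control | Measure: % inhibition scaled between sample-field median and high-control FP | Schedule: 10 min plus 3 h, room temperature | Signal: Fluorescence polarization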
# ASAP1 GAP inh = inhibitors of human ASAP1 ArfGAP activity, primary screen, biochemical, fluorescence polarization | 360,000 compounds, 0.19% hits | ASAP1-stimulated ARF1 GTP hydrolysis, GDP FP detection | AID 624377, 2012 | inhibition, % at 16.5 µM | Arf-GAP with SH3 domain, ANK repeat and PH domain-containing protein 1 (Homo sapiens), …; in the data active means inhibition above about 25%;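 further: 0% = vehicle with enzyme and substrate and 100% = no enzyme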
# ADAM17 inh = ADAM17 inhibitors, primary screen, biochemical, QFRET; Disintegrin and metalloproteinase domain-containing protein 17 (Homo sapiens), P78536; recombinant ADAM17, EDANS/DABCYL FRET peptide cleavage; inhibition, % at 6.95 µM; 370,000 compounds, 0.83% hits; AID 720648, 2013;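 active means inhibition above the mean of compounds lying between control limits plus 3 SD, set per campaign, cut at about 8.5% in these data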;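 further: 0% = DMSO-only wells as the low control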
# Target sequence (P78536 215-824 limits assumed): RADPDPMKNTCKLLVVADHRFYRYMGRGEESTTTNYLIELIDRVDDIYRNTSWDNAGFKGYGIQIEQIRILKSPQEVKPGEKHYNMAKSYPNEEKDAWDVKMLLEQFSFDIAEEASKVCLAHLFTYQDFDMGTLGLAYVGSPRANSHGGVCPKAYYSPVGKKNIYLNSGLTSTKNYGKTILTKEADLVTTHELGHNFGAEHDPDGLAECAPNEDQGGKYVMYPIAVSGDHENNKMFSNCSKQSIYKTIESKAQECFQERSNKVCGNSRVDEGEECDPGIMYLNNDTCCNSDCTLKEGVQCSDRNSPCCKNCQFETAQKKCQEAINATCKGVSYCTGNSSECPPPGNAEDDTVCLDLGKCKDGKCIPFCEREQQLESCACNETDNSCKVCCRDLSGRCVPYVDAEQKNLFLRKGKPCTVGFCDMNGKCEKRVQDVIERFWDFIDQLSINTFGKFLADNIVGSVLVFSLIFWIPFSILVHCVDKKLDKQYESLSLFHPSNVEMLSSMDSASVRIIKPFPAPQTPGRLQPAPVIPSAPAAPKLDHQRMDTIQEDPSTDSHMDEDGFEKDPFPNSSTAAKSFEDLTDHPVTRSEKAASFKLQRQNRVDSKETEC
# ARFGAP1 inh = inhibitors of rat ARFGAP1 GAP activity, primary screen, biochemical, fluorescence polarization, GDP tracer. inhibition, % at 16.5 µM. ADP-ribosylation factor GTPase-activating protein 1 (Rattus norvegicus), Q62848. Arfgap1-stimulated ARF1 GTP hydrolysis, GDP FP detection. 360,000 compounds, 0.26% hits;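 active means inhibition above a per-plate limit, mean inhibition of low control wells plus 3 SD, cut at about 25% in these data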;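 further: 0% = DMSO wells with enzyme and 100% = wells lacking Arfgap1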
# Target sequence (Q62848 1-136 limits assumed): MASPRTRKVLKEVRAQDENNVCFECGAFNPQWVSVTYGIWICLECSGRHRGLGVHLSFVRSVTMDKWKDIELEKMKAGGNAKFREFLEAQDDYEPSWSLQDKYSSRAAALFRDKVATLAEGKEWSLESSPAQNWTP
#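 system = rat Arfgap1 catalytic domain, aa 1-136 | technique = FP, GDP Alexa 633 tracer displaced from anti-GDP antibody, 620/688 nm | compound = one concentration, 16.5 µM, DMSO 1.26% | medium = HEPES-based buffer, pH 7.5 | timing = compound-enzyme preincubation 20 min, reaction 120 min, detection 60 min, 25 °C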
# PLCb3 inh = human PLC-beta3 inhibitors, primary screen, biochemical, fluorescence. 1-phosphatidylinositol 4,5-bisphosphate phosphodiesterase beta-3 (Homo sapiens), Q01970. Purified PLC-beta3, fluorogenic substrate. inhibition, % at 12.2 µM. 370,000 compounds, 0.18% hits. AID 720704, 2013; in the data active means inhibition above about 11%;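 further: 0% = median of compound wells on plate and 100% = full blocker control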
# SIAE primary = human SIAE inhibitors, primary screen, biochemical, fluorescence polarization, FP-Rh probe, 1536-well HTS; Sialate O-acetylesterase (Homo sapiens), Q9HAT2; inhibition, % at 9.66 µM; AID 1053197, 2014; 370,000 compounds, 0.69% hits; SIAE FP-Rh probe binding;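 active means inhibition above a cutoff: mean of compounds within the control limits plus 3 SD of those, cut at about 17% in these data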;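 further: 0% = plate median of compound wells and 100% = probe without SIAE protein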
# TDP2 inh = human TDP2 enzyme inhibitors, primary screen, biochemical, epi absorbance, recombinant enzyme; Tyrosyl-DNA phosphodiesterase 2 (Homo sapiens), O95551; inhibition, % at 12.8 µM; AID 720702, 2013; 370,000 compounds, 0.34% hits; T5PNP hydrolysis, p-nitrophenol absorbance 415 nm;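 active means inhibition above the mean of all tested compounds plus 3 SD, set per campaign, cut at about 25% in these data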;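 further: 0% = DMSO with enzyme and 100% = buffer with substrate but no TDP2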
#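 Evaluation: % inhibition relative to enzyme-containing and enzyme-free wells. Material: recombinant human TDP2. Benchmarks: enzyme-free and DMSO wells. Timing: enzyme reaction with compound for 2 h at 37 °C. Compound dosing: 12.8 µM only. Measured by: p-Nitrophenol epi absorbance. Reagent: T5PNP substrate at 5 mM, a TopII-DNA adduct mimic. Replication: single well per compound.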
# Starred values were filed as active, the others as inactive.
SMILES,ADAM10 inh,PLC-gamma1 inh,Tn6 DDE FP,Tn7 DDE FP,ASAP1 GAP inh,ADAM17 inh,ARFGAP1 inh,PLCb3 inh,SIAE primary,TDP2 inh
CCN(CC)CCN(C(=O)CCOc1ccccc1)c1nc2c(F)cc(F)cc2s1,3.1,1.6,1.6,-1.6,14.4,-5.3,2.6,2.5,-4.6,7.6
O=C(CSc1cccc[n+]1[O-])Nc1ccc2c(c1)OCO2,0.3,0.7,-0.1,1.0,-5.2,-2.9,-8.4,-3.9,1.6,-1.5
COC(=O)c1ccc(COc2ccccc2/C=N/Nc2cccc(C(=O)O)c2)cc1,-4.1,-5.8,-7.6,-0.2,-9.3,-2.5,-8.7,-1.0,5.3,3.8
CCN(CC)C(=O)c1cc(-c2ccccc2OC)on1,-8.2,-2.1,1.9,3.0,2.3,-5.7,-0.6,-0.9,1.3,1.6
COc1ccc(C)cc1NC(=O)CSc1nnc2ccc(-c3cccnc3)nn12,-9.5,1.6,-2.3,5.7,-13.2,-9.9,-5.7,-0.7,-0.3,-3.4
Cc1n[nH]c2ccccc2c1=O,-10.0,1.4,6.1,-3.9,-3.7,-4.0,-2.8,3.9,5.0,6.3
OCCn1c(CSc2nc3ccccc3n2CCO)nc2ccccc21,-66.1,-32.9,4.7,-0.2,6.4,-27.4,14.0,-37.5,-3.1,-2.6
O=S1(=O)CC(O)C(N(CCO)C(=S)Nc2ccccc2)C1 (configuration not stated),1.3,-2.1,-1.4,6.4,-16.2,-2.6,1.6,-8.3,-6.6,-4.5
C#CCNC(=O)C[C@H]1C[C@@]2(C(=O)OC)C(=C[C@H](C(C)(C)C)O[C@@H]2C)N(Cc2ccccc2)C1=O,-4.5,-2.5,4.2,2.6,8.7,-2.6,3.0,-2.3,1.2,6.7
CC(=NCc1ccco1)c1c(C)[nH]n(-c2nc3ccccc3s2)c1=O,0.7,-2.7,8.3,2.4,6.1,-2.2,-0.7,-2.8,-9.9,10.3
OC(c1ccccc1)c1nc(-c2cc(F)cc(F)c2)cs1 (configuration not stated),7.2,-0.2,-0.2,4.4,4.5,5.2,-4.0,-0.3,1.0,1.5
CCOc1cc(/C=C(\C#N)C(=O)Nc2cccc(C(=O)O)c2)ccc1OCc1ccc(Br)cc1,2.9,0.3,7.3,1.9,-11.3,-1.1,0.4,-3.0,-6.3,-4.7
COc1ccccc1NC(=O)Cn1cnc2c(oc3ccccc32)c1=O,-13.1,1.7,5.0,7.2,-9.2,0.3,10.7,3.0,6.2,10.9
Cn1ccc2c(N(c3ccccc3)C3CCCCC3)cc3c(c21)C1CCC3O1 (configuration not stated),-18.4,-11.8,2.8,-2.4,6.2,-9.2,-16.2,-12.9,6.2,-4.5
O=C(O)CC(C(=O)Nc1cccc(C(F)(F)F)c1)C1CCCO1 (configuration not stated),-16.2,15.6*,-2.4,2.1,0.2,-3.5,18.6,2.9,-0.5,-10.4
COc1cc(C(=O)N(Cc2cc3ccccc3[nH]c2=O)CC2CCCO2)cc(OC)c1OC (configuration not stated),1.4,1.7,5.5,1.4,-6.1,-2.8,11.6,-2.3,-5.2,-5.4
COc1ccc(N(CCCN2C(=O)c3cccc4cccc(c34)C2=O)C(=O)c2ccncc2)cc1,-10.8,0.7,2.6,-4.7,-1.3,-3.0,-11.7,-0.4,-1.9,-1.0
CN1/C(=C\C(=O)C[n+]2cccc(C(N)=O)c2)C(C)(C)c2ccccc21,3.8,3.9,-2.4,5.3,1.2,0.0,5.5,1.7,-1.9,-0.1
Cc1ccc(-c2nc(C#N)c(NCCN3CCCCC3)o2)cc1,-438.6,-194.5,2.4,-6.5,1.2,-101.1,5.7,-290.1,3.1,-1.2
Cc1ccc(CSc2nc3c(c(=O)[nH]2)C(c2ccncc2)C2=C(CCCC2=O)N3)cc1 (configuration not stated),-288.3,-135.3,3.2,-0.4,3.0,-92.1,-14.5,-195.8,4.9,3.2
CCSc1ccc(-c2ccco2)nn1,-11.3,-5.5,2.7,-3.4,-6.3,-5.8,-12.3,-13.9,-1.9,5.9
Cc1ccc(CN(CC(=O)NCc2ccccn2)S(=O)(=O)c2ccccc2)cc1,-5.3,2.7,1.7,7.2,-13.6,-2.8,11.5,-6.1,2.4,-1.3
Cc1cc(N2CCCC2=O)ccc1S(=O)(=O)NC1CCCCC1,-6.0,-0.2,7.1,2.7,-9.5,-1.2,-11.8,-3.2,5.8,5.3
O=C(NC1CCCc2ccccc21)c1ccc(CNc2c(N3CCOCC3)c(=O)c2=O)cc1 (configuration not stated),-0.9,1.3,-2.8,-6.1,6.8,0.2,0.5,0.6,1.3,2.1
CC(C)(C)c1ccc(C(=O)NCC(=O)O)cc1,0.1,0.9,2.6,7.9,-8.8,-35.2,-0.9,2.2,3.0,-10.6

# PLC-gamma1 inh: hit marks shown above
SMILES,ADAM10 inh,PLC-gamma1 inh,Tn6 DDE FP,Tn7 DDE FP,ASAP1 GAP inh,ADAM17 inh,ARFGAP1 inh,PLCb3 inh,SIAE primary,TDP2 inh
O=C(O)CC(C(=O)Nc1cccc(C(F)(F)F)c1)C1CCCO1 (configuration not stated),-16.2,15.6*,-2.4,2.1,0.2,-3.5,18.6,2.9,-0.5,-10.4

# Next results.
SMILES,ADAM10 inh,PLC-gamma1 inh,Tn6 DDE FP,Tn7 DDE FP,ASAP1 GAP inh,ADAM17 inh,ARFGAP1 inh,PLCb3 inh,SIAE primary,TDP2 inh
O=C(CCS(=O)(=O)c1ccccc1)Nc1nc2c(s1)COc1ccccc1-2,-47.0,-22.8,-1.1,6.7,13.0,-10.4,-4.0,-27.2,-2.0,11.4
COc1ccc2nc(N(CCN(C)C)C(=O)c3ccc4c(c3)OCCO4)sc2c1,-4.2,-0.1,-5.1,2.8,1.8,-3.6,15.0,-4.4,-2.5,9.8
N#C/C(=C\Nc1ccc(F)c(Cl)c1)S(=O)(=O)c1ccccn1,-9.4,0.4,-1.7,5.2,-2.1,-6.0,-1.4,-6.9,1.4,4.2
O=C(c1cc(-c2ccncc2)nc2ccccc12)N1CCCC(C(F)(F)F)C1 (configuration not stated),-0.6,2.5,-0.5,-2.8,13.8,-1.1,4.2,3.1,-3.5,7.7
CCOc1nc(N(C)C)nc(-n2nnc(C(C)=O)c2C)n1,2.7,0.8,4.0,-0.9,15.7,-5.0,6.9,1.8,-0.5,5.2
CC(C)(C)OC(=O)C[C@@H]1C/C=C\C[C@H](CC(=O)NCCO)C(=O)N2CCC[C@@H]2COC1=O,-18.8,1.6,-2.2,6.7,-0.1,-4.0,7.8,-0.6,-4.6,-6.4
Cc1cc(C)c(N(CC(=O)NCc2ccccc2)C(=O)c2csnn2)c(C)c1,-1.1,5.3,-4.5,-2.0,9.4,0.1,-1.8,-1.3,-5.9,-18.4
COC(=O)CCC(=O)OC1(C)C(=O)C=C2C=C(C3CC3)N(C3CCCC3)C=C2C1=O (configuration not stated),-14.7,-25.6,20.0*,-6.6,1.4,-5.3,7.7,-39.4,1.9,24.1
CN(C)c1ccc(P(=O)(CC(=O)N/N=C/c2ccc(C#N)cc2)OCCCl)cc1 (configuration not stated),-2.0,-3.3,3.2,1.0,3.6,-1.6,-10.0,-4.4,10.1,1.5
O=C(O)CCCCCN1C(=O)/C(=C\c2ccncc2)SC1=S,-2.9,-1.3,6.5,3.2,-3.6,-1.6,-4.1,4.7,-1.9,10.4
Cc1cccc(NC(=S)NNC(=O)c2csc(C(C)C)c2)c1,7.8,-1.2,-5.4,3.3,-4.6,1.2,-2.5,-2.3,8.5,2.4
COc1ccc(NC(=O)c2cc(-c3cc(F)ccc3OC)n[nH]2)cc1OC,1.9,-2.6,-8.2,4.0,5.4,2.4,6.2,-0.8,2.5,-1.9
CC1CCN(C(=O)COC(=O)c2n[nH]c(=O)c3ccccc23)CC1,-1.6,0.2,7.7,-4.8,1.3,-2.6,10.0,0.2,-7.8,3.8
CCOc1ccc(S(=O)(=O)NCc2ccc(F)cc2)c2cccnc12,-196.5,-56.6,4.2,4.2,1.8,-65.1,-13.4,-61.0,6.5,-4.8
O=C(Nc1ccc(Cl)cn1)c1cc2c(s1)-c1ccccc1OC2,-394.6,-162.8,3.9,5.8,-11.9,-101.4,0.6,-216.1,-15.5,10.0
CC(=O)Nc1cc(-c2ccccc2CN(C)C)cn2c(-c3ccc(F)c(Cl)c3)cnc12,-111.3,-34.4,-3.8,-4.2,-8.5,-26.3,-3.7,-50.5,-4.1,0.7
O=C(N/C(=C/c1ccco1)C(=O)N1CCc2ccccc21)c1ccco1,-6.9,-14.8,-3.7,-6.4,-1.1,-3.8,-6.5,-24.7,2.4,10.1
COCCn1c(C)nnc1SCC(=O)NNC(=O)c1ccc(Br)cc1,-1.4,0.6,4.8,-0.2,-9.0,-5.4,-8.3,-9.0,-0.9,-5.8
COc1ccccc1-c1cc(C(=O)N/N=C/c2ccc(C)o2)c2ccccc2n1,3.8,-20.5,-4.0,-6.4,1.9,-0.8,-7.6,-37.3,-0.4,-5.7
CCc1ccc(C(=O)CC2(O)C(=O)N(CN3CCOCC3)c3ccccc32)cc1 (configuration not stated),6.8,2.2,-7.0,-5.6,2.2,-1.2,-2.1,2.2,-4.1,2.6
COc1ccccc1C1C(C(=O)c2cc3ccccc3o2)=C(O)C(=O)N1c1cc(C)on1 (configuration not stated),-19.6,-34.2,-1.1,-0.7,-3.6,-1.0,8.3,-53.5,2.3,-5.6

# Compounds as they come (roughly 3.6% active in at least one column).
